Source: PubChem
KDM5B inhibitor: blocks human KDM5B histone demethylase activity | Q9UGL1 | KDM5B demethylase, FDH-coupled NADH fluorescence (FDH is formaldehyde dehydrogenase) | Potency, µM (highest dose often 57.7 µM), inactives show at the top dose activity change, negative = inhibition, actives largely listed as inhibitors | 220,000 tested, 2.6% active; active means well fitted inhibition curve with a large enough effect; inconclusive means small, poorly fitted or top-dose-only effect; inactive means no such curve, though single readings can be large or run the other way; further: 0% is about no effect; nearly all actives have a fitted effect of over 70% in size
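Here, H3K4me3 peptide (12.5 µM in substrate mix) is demethylated by KDM5BΔAP, 200 nM final, after 10 min compound exposure. Formaldehyde product is coupled through FDH (0.25 U/mL in mix) to NADH fluorescence; 30-min ΔRFU feeds dose-response curves.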
* = called active by the depositor; ? = inconclusive; [ ] = another dose, or the depositor's remark. Potency means the concentration at half of the fitted maximal effect. A portion of the library; the hit share may differ from the screen's.

| KDM5B inhibitor | Compound |
| --- | --- |
| -34% | CC(=O)Nc1ccc2oc(-c3ccc(C(C)(C)C)cc3)cc(=O)c2c1 |
| -7% | CCCCn1cc(S(=O)(=O)c2ccc(CC)cc2)c(=O)c2cc(F)c(N3CCCC(C)C3)cc21 (stereo not given) |
| -21%[86.2 µM] | O=C1N(c2ccccc2)C[C@H]2CN(Cc3ccnc4ccccc34)CCN12 |
| -20% | CC(C)(C)CC(=O)N1CCC(C(NC(=O)c2ccccc2Cl)C(=O)N2CCCCC2)CC1 (stereo not given) |
| ? | COc1cc2c(cc1NC(=O)CCCOc1ccccc1)oc1ccccc12 |
| 10% | CC(Sc1cc(F)ccc1F)C(=O)Nc1ccnn1C(C)C (stereo not given) |
| -17% | Cc1cc(=O)oc2c(C)c(OCC(=O)NCCc3ccc(S(N)(=O)=O)cc3)ccc12 |
| -40% | CC(C(=O)NCCSCc1cccc(Cl)c1)N(c1ccccc1)S(C)(=O)=O (stereo not given) |
| -38% | COCc1nc(-c2ccc(OC3CN(C(=O)NCc4ccc(OC)cc4)C3)cc2)no1 |
| -19% | CCCSc1nc2sc3c(c2c(=O)n1-c1ccc(C)cc1)CCCC3 |
| 17% | COCCN1C(=O)c2ccccc2C(C(=O)Nc2nncs2)C12CCCCC2 (stereo not given) |
| -5%[86.2 µM] | Cc1cccc(CN2CCc3nc(C(=O)NCc4ccccc4)oc3CC2)c1 |
| ? | CN1CCc2c(sc3ncn4nc(CSc5nc6ccccc6o5)nc4c23)C1 |
| -2% | CC1(C)NC(=O)N(Cc2coc(-c3ccc(Cl)cc3)n2)C1=O |
| 1% | O=C(Cc1coc2cc3c(cc12)CCC3)NC1CCCCC1 |

Going on with the list:
| KDM5B inhibitor | Compound |
| --- | --- |
| -4% | Cc1ccc(-c2cc(-c3ccco3)c3c(N)c(C(=O)NN)oc3n2)cc1 |
| 2% | Cc1ccccc1NC(=O)Cn1c(=O)c2c(ncn2CCC(C)C)n(Cc2ccccc2)c1=O |
| ? | Cc1ccc(NC(=O)Cn2ccn3nc(-c4ccc(F)cc4)c(CO)c3c2=O)cc1Cl |
| ? | CCc1ccc(CNC(=O)CCCN2C(=O)CCn3nc(-c4cccn4C)cc32)cc1 |
| 14% | Cc1cc(C)cc(-n2ccn3c(CCC(=O)NCc4cccnc4)nnc3c2=O)c1 |
| 4% | Cc1ccc(CCNC(=O)c2cc3sccc3n2Cc2ccc(F)cc2)cc1 |
| -27% | O=C(c1ccc(=O)[nH]c1)N1C[C@@H](COCC2CC2)[C@H](c2ccccn2)C1 |
| 4% | CCn1cc(C(=O)N2CCN(c3cc(Cl)ccc3C)CC2)c(=O)c2cc(S(=O)(=O)N3CCOCC3)ccc21 |
| -13% | Cc1cc(C)cc(C(=O)NCCC(=O)N2CCCC2)c1 |
| -16% | COc1ccc(-c2cc(CNC(=O)c3cn(CCN)nn3)no2)cc1 |
| -2% | CN1CCCN(C(=O)Nc2ccc3c(c2)OCCO3)c2ccccc21 |
| -20% | COc1ccc(N2CCN(C(=O)c3ccccc3NS(=O)(=O)c3ccc(C)cc3)CC2)cc1 |
| -13% | Cc1cccc(NC(=O)C(=O)NCCc2csc(-c3ccc(C(F)(F)F)cc3)n2)c1C |
| -19% | Cc1ccccc1NC(=O)c1sc2c(c1C)C(c1ccsc1)CC(=O)N2 (stereo not given) |
| -10% | CC1CN(C(=O)c2ccc(NS(=O)(=O)c3ccc(F)cc3)cc2)CC(C)O1 (stereo not given) |

2 records picked at random from the list so far:
| KDM5B inhibitor | Compound |
| --- | --- |
| -19% | Cc1ccccc1NC(=O)c1sc2c(c1C)C(c1ccsc1)CC(=O)N2 (stereo not given) |
| 14% | Cc1cc(C)cc(-n2ccn3c(CCC(=O)NCc4cccnc4)nnc3c2=O)c1 |

The listing continues:
| KDM5B inhibitor | Compound |
| --- | --- |
| 13%[115 µM] | CC(=O)NCCC(=O)N1CCC2(CC1)CC(N[S+](C)(=O)[O-])c1ccccc12 (stereo not given) |
| -19% | COc1cccc(CNC(=O)Cn2c(N3CCOCC3)nc(C)cc2=O)c1 |
| 8% | CC(C)CCNC(=O)c1n[nH]c(=O)c2ccccc12 |
| -7% | CCCn1c(C)ccc(-c2noc(CCC(=O)Nc3ccc(OCC)cc3)n2)c1=O |
| -15% | COc1ccc(C(=O)N2CCC(Oc3ncccc3C(=O)N3CCCCC3)C2)c(C)c1 (stereo not given) |
| -21% | Cc1nn(-c2ccc(F)cc2)c(Oc2ccc(F)cc2F)c1CCC(=O)NCc1ccco1 |
| -13% | O=C(CSc1nncn1CCc1cccs1)Nc1ccccc1 |
| -18% | CCOc1cccc(C2c3[nH]c4ccccc4c3CCN2C(=O)CCC2CCCC2)c1 (stereo not given) |
| ? | C=C(C)Cn1c(=O)c2c(nc3n2CCN3c2ccc(CC)cc2)n(C)c1=O |
| -15% | O=C(N1CCC(NS(=O)(=O)c2cccs2)CC1)N1CC2CC(C1)[C@H]1CCCC(=O)N1C2 (stereo not given in full) |
| 14% | CCn1cnnc1SCC(=O)Nc1sc2c(c1C#N)CCC(C)C2 (stereo not given) |
| 6% | CCOc1ccccc1NC(=O)Cn1c(=O)c(-c2noc(CC)n2)c2n(c1=O)CCCC2 |
| -20% | O=C(CN1CCN(c2nc(-c3cccs3)nc3scc(-c4ccccc4)c23)CC1)N1CCCC1 |
| 8% | O=C(Nc1ccncc1)Nc1cccc(Cl)c1Cl |
| 28%[149 µM] | O=C(O)c1ccc(-c2ccc(C(F)(F)F)cc2)cc1 |

Entries from the list above with an aryl thioether with sulfur outside any ring (5):
| KDM5B inhibitor | Compound |
| --- | --- |
| 10% | CC(Sc1cc(F)ccc1F)C(=O)Nc1ccnn1C(C)C (stereo not given) |
| -19% | CCCSc1nc2sc3c(c2c(=O)n1-c1ccc(C)cc1)CCCC3 |
| ? | CN1CCc2c(sc3ncn4nc(CSc5nc6ccccc6o5)nc4c23)C1 |
| -13% | O=C(CSc1nncn1CCc1cccs1)Nc1ccccc1 |
| 14% | CCn1cnnc1SCC(=O)Nc1sc2c(c1C#N)CCC(C)C2 (stereo not given) |

The list goes on:
| KDM5B inhibitor | Compound |
| --- | --- |
| ? | Fc1ccccc1CN1CCOC[C@H]1c1ncc(-c2cccc(Cl)c2)[nH]1 |
| 15% | Cc1ccc(C(=O)N2CCC(Oc3ccc(NC(=O)c4ccccc4)cn3)C2)cc1 (stereo not given) |
| -5% | CCCc1noc(C(C)Nc2ccc(N3CCCC3=O)c(Cl)c2)n1 (stereo not given) |
| ? | Cc1cccc(N2CCn3c2nc2c3c(=O)n(CCCc3ccccc3)c(=O)n2C)c1 |
| -10%[86.2 µM] | CC(=O)N[C@H]1CC[C@]2(C)CC[C@@H](C(C)C(=O)NC(C)C)[C@H](O)[C@H]2[C@@H]1C (stereo not given in full) |
| 15% | CCCn1c(=O)n(CC(=O)Nc2ccc(N3CCOCC3)cc2)c(=O)c2c1nc(C)n2CCOC |
| -22% | O=C(Cn1c(=O)oc2cc(S(=O)(=O)N3CCCC3)ccc21)Nc1ccc(OC(F)(F)F)cc1 |
| ? | O=Cc1cccc2[nH]ccc12 |
| -8% | CCn1c(=O)[nH]c(=O)c2cc(C(=O)Nc3ccc(C)c4ncccc34)cnc21 |
| 12% | CCNC(=O)C(C)Sc1ncc(-c2ccc(F)cc2)o1 (stereo not given) |
| -8% | O=C(COC(=O)CNC(=O)c1cccc(Cl)c1)Nc1ncc(C(F)(F)F)cc1Cl |
| 19% | O=C1CCN(S(=O)(=O)c2ccccc2)CCCN(C(=O)CC2CCCC2)CCN1 |
| ? | O=C1CCN(C(=O)CCc2c[nH]c3ccccc23)CCCC(C(=O)NCc2ccccc2)CCN1 (stereo not given) |
| -19% | CC(C(=O)NC1CCN(c2cnn(CC3CC3)c(=O)c2)CC1)c1ccccc1 (stereo not given) |
| -13% | Clc1ccc(NCc2nc3ccccc3n2CCOc2ccccc2)cc1 |

Continuation.
| KDM5B inhibitor | Compound |
| --- | --- |
| -23%[86.2 µM] | O=C(NCC1CC1)c1ccc2c(c1)OCCN(c1ccccc1)C2 |
| 25% | Cc1ccc(S(=O)(=O)N2CCC(n3cnnc3C)CC2)cc1Cl |
| -5% | O=C(NC1CCCc2ccccc21)C(c1ccccc1)c1ccccc1 (stereo not given) |
| 10% | COC[C@@H]1CN(C(=O)Cn2cc(C)cn2)C[C@H]1c1ccncc1 |
| -5% | COc1cc2c(cc1OC)C(CNC(=O)C1CCCC1)N(C(=O)NC(C)C)CC2 (stereo not given) |
| 18% | CC(C)(c1ccc(OC(=O)c2ccccc2F)cc1)c1ccc(OC(=O)c2ccccc2F)cc1 |
| ? | OCC1CN(c2ncccn2)CC12CCN(Cc1cccnc1)CC2 (stereo not given) |
| 1% | CCCS(=O)(=O)N1CC(=O)N(c2ccc(Cl)cc2)C(C)(C(=O)NC2CCCC2)C1 (stereo not given) |
| 1%[86.2 µM] | CCn1c2c(c(=O)n1Cc1ccccc1)CCN(C(=O)c1cccnc1)C2 |
| -3% | COc1ccc(N2CCN(C(=O)c3ccc(NC(=O)c4nsc5ccccc45)cc3)CC2)cc1 |
| -26% | O=C(NCc1ccc(Cl)cc1)C1CCN(C(=O)c2cnn(-c3ccccc3)c2-n2cccc2)CC1 |
| 47%[activator] | O=C(Cn1nc2c(cc1=O)CCCC2)Nc1ccc(C(F)(F)F)cc1 |
| ? | CNC(=O)c1cccc(-c2cnc(Nc3ccc(Cl)cn3)c3c2CCO3)c1 |
| -12%[86.2 µM] | Cc1cc(F)ccc1OC1CN(C(=O)c2ccccn2)C1 |
| -2% | O=C(N/N=C/c1ccc([N+](=O)[O-])o1)c1ccc2c(c1)OCO2 |

Later entries
| KDM5B inhibitor | Compound |
| --- | --- |
| -8% | O=C1/C(=C/c2ccc(-c3ccccc3)cc2)C(c2ccccc2)Oc2ccccc21 (stereo not given) |
| -10%[86.2 µM] | COc1ccccc1-c1[nH]nc2ncc(C(=O)Nc3ccc4[nH]ccc4c3)nc12 |
| -18% | O=S(=O)(c1ccc(Cl)c(Cl)c1)N1CCN(c2ccc(Nc3ccccc3)nn2)CC1 |
| -13% | COc1ccc(CCC(=O)N2CCC3(CC2)CC(OC)CCO3)cc1 (stereo not given) |
| -9% | Cc1ccc2c(CN(C)Cc3ccc(OC(F)F)cc3)cc(=O)oc2c1 |
| 13% | CC(=O)c1ccc(N2CCN(C(=O)NCc3noc4ccc(C)cc34)CC2)cc1 |
| ? | Cc1nc(C)n(CCCNc2nccc(-c3cc(C(=O)O)ccn3)n2)n1 |
| -1% | Cc1cc2ccccc2n1CC(=O)NC1CCN(C(=O)C(C)C)CC1 |
| 20% | CC(NC(=O)C1(c2ccc(NS(C)(=O)=O)cc2)CCCCC1)c1ccccc1 (stereo not given) |
| 15% | Cc1ccc(N2CC(C(=O)N3CCC(C(=O)Nc4ccc(Br)cc4)CC3)CC2=O)cc1 (stereo not given) |
| ? | COCCCn1c(=N)c(C(=O)NC2CCCC2)cc2c(=O)n3cc(C)ccc3nc21 |
| -6% | CCOc1ccc(OCC)c(Nc2cc(C)nc3nc(-c4ccco4)nn23)c1 |
| 16%[115 µM] | COc1cccc(N2C(=O)NC(=NC3CCCCC3)C23CCCN(Cc2cccnc2)C3)c1 (stereo not given) |
| -22% | O=C(Nc1ccccc1Cl)[C@H](CSCc1ccccc1)N1Cc2ccccc2C1=O |
| -21% | O=C(c1cc(C2CC2)[nH]n1)N1CCc2nn(Cc3ccccc3)c(=O)n2CC1 |

Next part (4 carried over from the part before).
| KDM5B inhibitor | Compound |
| --- | --- |
| -6% | CCOc1ccc(OCC)c(Nc2cc(C)nc3nc(-c4ccco4)nn23)c1 |
| 16%[115 µM] | COc1cccc(N2C(=O)NC(=NC3CCCCC3)C23CCCN(Cc2cccnc2)C3)c1 (stereo not given) |
| -22% | O=C(Nc1ccccc1Cl)[C@H](CSCc1ccccc1)N1Cc2ccccc2C1=O |
| -21% | O=C(c1cc(C2CC2)[nH]n1)N1CCc2nn(Cc3ccccc3)c(=O)n2CC1 |
| ? | O=C(NCc1cc2n(n1)CCN(C1CCCCC1)C2)c1cnn2ccccc12 |
| -15% | CCc1ccccc1NC(=O)c1ccc2ccccc2n1 |
| -7% | CCC(C)NC(=O)Nc1ccc2c(c1)CCN2S(C)(=O)=O (stereo not given) |
| -17% | COCCNC(=O)[C@H]1C[C@H](Oc2ccccc2)CN1C(=O)CC(C)C |
| 15% | COc1ccccc1CN(C)C(=O)c1n[nH]c(=O)c2ccccc12 |
| -23% | O=C(Nc1ccc(Br)cc1)C1CCCN(S(=O)(=O)c2ccc(Br)s2)C1 (stereo not given) |
